EPAC1 antagonist – blocks human EPAC1 exchange factor | actives 0.14% (n = 360,000) | Potency, µM (highest dose often 115 µM), for inactives: at the highest dose activity change, negative = inhibition, actives largely listed as inhibitors | EPAC1 GEF assay, Rap1b-BODIPY-GDP exchange fluorescence | O95398 | AID 720709;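 note: potency is the fitted concentration of half-maximal effect; plate controls were vehicle for no effect and positive control for full effect; nearly all actives have a fitted effect of over 50% in size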
EPAC1 ag – activates human EPAC1 exchange factor; O95398; EPAC1 agonist qHTS, biochemical assay; response scale: 100% = response to 6.5 mM cAMP; Potency, µM (titrated, usually from 154 µM), inactives show at the highest dose activation, most hits filed as activators; actives 0.073% (n = 360,000); note: potency is the fitted concentration of half-maximal effect; nearly all actives have a fitted effect of over 60% in size
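Multi-concentration qHTS readout: loss of Rap1B-bound BODIPY-GDP fluorescence driven by 100 nM EPAC1 with excess GDP (50 uM), monitored kinetically at room temperature; agonist response expressed relative to 6.5 mM cAMP.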
WRN helicase inh – inhibitors of human WRN helicase. Q14191. WRN helicase unwinding, fluorescent forked duplex, kinetic. Potency, µM (titrated, usually from 114 µM), for inactives: top-dose activity change, negative = inhibition, actives largely listed as inhibitors. actives 0.46% (n = 360,000); note: potency is the fitted concentration of half-maximal effect; % is set by controls: 0 for no effect and ±100 for the full control effect; nearly all actives have a fitted effect of over 55% in size
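Kinetic red-fluorescence monitoring (525/598 nm) tracks WRN helicase activity after 100 nM fluorophore-quencher forked duplex and 2 mM ATP are added to 20 nM enzyme pretreated 15 min at room temperature with compound.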
PLK1 PBD inh – blocks phosphopeptide binding to human PLK1 polo-box domain; P53350; Plk1 PBD binding of FITC phosphopeptide, fluorescence polarization; Potency, µM, for inactives: max response, negative = inhibition, hits mostly inhibitors; actives 2.8% (n = 360,000); AID 720504; note: potency is the fitted concentration of half-maximal effect; series mostly up to about 57 µM; % is set by controls: 0 for no effect and ±100 for the full control effect; nearly all actives have a fitted effect of over 65% in size
Target sequence (P53350 whole entry, looked up, the tested form may be a part): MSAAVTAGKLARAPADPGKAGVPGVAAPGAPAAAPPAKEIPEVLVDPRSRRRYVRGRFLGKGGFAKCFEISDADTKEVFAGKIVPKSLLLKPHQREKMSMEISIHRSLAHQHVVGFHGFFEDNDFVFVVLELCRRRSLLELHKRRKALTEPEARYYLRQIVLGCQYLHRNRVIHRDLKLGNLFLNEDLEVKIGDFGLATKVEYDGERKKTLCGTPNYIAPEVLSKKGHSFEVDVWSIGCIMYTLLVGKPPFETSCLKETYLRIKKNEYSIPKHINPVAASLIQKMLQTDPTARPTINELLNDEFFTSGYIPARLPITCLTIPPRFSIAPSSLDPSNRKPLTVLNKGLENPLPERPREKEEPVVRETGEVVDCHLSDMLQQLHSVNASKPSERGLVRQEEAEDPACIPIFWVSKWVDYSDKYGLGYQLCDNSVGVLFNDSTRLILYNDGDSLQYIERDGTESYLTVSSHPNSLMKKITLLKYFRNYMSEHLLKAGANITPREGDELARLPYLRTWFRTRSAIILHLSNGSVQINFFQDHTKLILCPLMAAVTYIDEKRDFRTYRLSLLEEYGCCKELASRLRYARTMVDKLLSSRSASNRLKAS
PI5P4Ka inh – blocks human PI5P4K alpha kinase activity | max response, % | P48426 | AID 652105 | PI5P4Kalpha enzyme, ADP-Glo luminescence, 60 min; active compounds read low | actives 1.2% (n = 330,000); active = max response of -50% or lower; inconclusive = between -30% and -50%; inactive = -30% or higher; note: value at the top dose of about 77 µM; % is set by controls: 0 for no effect and ±100 for the full control effect
Target sequence (P48426 whole entry, looked up): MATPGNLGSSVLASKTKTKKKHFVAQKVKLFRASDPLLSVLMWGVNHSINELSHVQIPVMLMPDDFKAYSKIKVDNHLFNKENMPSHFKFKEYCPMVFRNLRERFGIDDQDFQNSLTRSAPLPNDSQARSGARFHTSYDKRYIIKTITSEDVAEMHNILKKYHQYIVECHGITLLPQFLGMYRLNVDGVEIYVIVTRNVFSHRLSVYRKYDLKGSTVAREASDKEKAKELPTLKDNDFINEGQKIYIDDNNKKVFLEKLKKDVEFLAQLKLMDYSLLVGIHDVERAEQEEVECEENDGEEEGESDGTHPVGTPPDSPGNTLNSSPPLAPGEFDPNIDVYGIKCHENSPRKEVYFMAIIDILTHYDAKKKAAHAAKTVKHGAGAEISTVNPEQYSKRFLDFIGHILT
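ADP-Glo luminescence end-point after a 60 min room-temperature kinase reaction. PI5P4Kalpha and substrate in HEPES pH 7.4 buffer with EGTA, 0.1% CHAPS and 5% DMSO; ATP at 5 microM final.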
MmCpn inh – inhibitors of Methanococcus maripaludis chaperonin (MmCpn). purified Mm-Cpn ATPase, ADP Transcreener TR-FRET. Potency, µM (doses to about 76.9 µM), for the others: at the highest dose activity, negative = inhibition, hits mostly inhibitors. actives 0.031% (n = 330,000); note: potency is the fitted concentration of half-maximal effect; % is set by controls: 0 for no effect and ±100 for the full control effect; nearly all actives have a fitted effect of over 80% in size
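Eu-cryptate anti-ADP/ADP-d2 competition gives a ratio inversely related to ADP. Enzyme at 25 nM was pre-exposed to compound for 10 min, then given 10 uM ATP for 30 min, 37°C throughout.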
CCT modulator – modulators of cytosolic chaperonin (CCT/TRiC) activity; purified chaperonin ATPase assay, HTRF ADP detection, 30 min; activity change, % (concentration not given with the values), hits read low; actives 0.3% (n = 360,000); AID 651819; in the data active = activity change below about -30%; note: % is set by controls: 0 for no effect and ±100 for the full control effect
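Nucleotide hydrolysis assay: TRiC at 20–40 nM final (set by batch activity) with 10 uM ATP, 30 min at 37 °C, in presence of 76 uM compound. Detection by competitive ADP HTRF, 30 min ambient.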
EPAC2 antag – blocks human EPAC2 exchange factor; AID 720708; Potency, µM (titrated, usually from 114 µM), for the others: at the top dose activity, negative = inhibition, hits mostly inhibitors; actives 0.18% (n = 360,000); EPAC2 GEF exchange of Rap1B-BODIPY-GDP, fluorescence; Q8WZA2; note: potency is the fitted concentration of half-maximal effect; % is set by controls: 0 for no effect and ±100 for the full control effect; nearly all actives have a fitted effect of over 45% in size; many of its hits are not listed in these tables
* = called active by the depositor; ? = inconclusive; / = not tested or not shown; [ ] = remark or other dose. Unless noted, calls come from the whole dose curve; as a rule, active = well fitted curve in the direction sought with a large enough effect; inconclusive = small, poorly fitted or top-dose-only effect, or another doubt; inactive = no such curve, though single readings can be large; an effect the other way counts as inactive or inconclusive. Some of the compounds tested (hit frequency here may not be typical).

SMILES	EPAC1 antagonist	EPAC1 ag	WRN helicase inh	PLK1 PBD inh	PI5P4Ka inh	MmCpn inh	CCT modulator	EPAC2 antag
COCCn1c(SCC(=O)Nc2cccc(C)c2)nnc1C(C)C	10%	-5%	-5%	-2%	12	1%	1.5	9%
Clc1cc(Cl)cc(CN2CCSCC2)c1	3%	4%	-8%	-5%	-2	0%	0.6	-15%
Cc1ccc(OCCCCCN2CCOCC2)cc1	0%	7%	-3%	3%	10	0%	-1.4	5%
COc1cc(CC(=O)OCC(=O)c2ccc3c(c2)OCCO3)cc(OC)c1OC	9%	4%	1%	1%	-2	0%	-0.6	-1%
Cc1ccc(OCCC(=O)OC(C)C(=O)Nc2c(C)n(C)n(-c3ccccc3)c2=O)cc1 (configuration not stated)	-9%	-1%	2%	-11%	-1	4%	-0.8	4%
Cc1ccc(S(=O)(=O)n2[nH]c(=O)cc2N)cc1	-10%	-5%	-4%	-25%	-2	/	-2.1	1%
Cc1cccc(NC(=S)NC23CN4CN(CN(C4)C2)C3)c1	6%	5%	12%	-2%	3	-2%	2.4	12%
CSc1ccc(CNC(=O)C2CCC(=O)N(CC3CCCCC3)C2)cc1 (configuration not stated)	-6%	-7%	7%	-4%	3	/	0.6	3%
COC(=O)c1ccc(C(=O)OC)c(NC(=O)CN2CCN(c3ccc(OC)cc3)CC2)c1	-5%	-1%	7%	-9%	0	2%	-0.1	4%
Cc1nn(-c2ccccc2Cl)c(Cl)c1/C=N/Nc1cccc(C(=O)O)c1	-7%	-6%	-16%	?	-5	1%	1.9	-13%
Cc1cc(C(=O)NCC(c2cccs2)N2CCOCC2)ccc1[N+](=O)[O-] (configuration not stated)	7%	-5%	-18%	-1%	0	0%	-2.2	4%
COc1ccc2nc3n(c(=O)c2c1)-c1cc2ccccc2cc1C(=O)NC3Cc1ccc(O)cc1 (configuration not stated)	13%	-10%	5%	-11%	-10	/	-0.5	-3%
Clc1nc(-c2cccnc2)nc2scc(-c3ccccc3)c12	-10%	13%	-5%	2%	1	?	0.6	1%[57.1 µM]
COc1ccc(CN(C)C(=O)[C@H]2O[C@@H](n3ccc(=O)[nH]c3=O)[C@H](O)[C@@H]2O)cc1OC	4%	-3%	-8%	-5%	1	/	0.7	-18%
O=C(O)CCCNC(=O)c1ccc(NC(=O)Cc2ccc(Cl)cc2)cc1	10%	0%	0%	1%	1	2%	1.2	10%
CCc1ccc(CNn2cnnc2SCC(=O)NC(C)(C)C)cc1	-1%	3%	-5%	1%	/	2%	0.6	-5%
COc1ccccc1N1CCN(C(=O)[C@@H]2CCCN2C2=NS(=O)(=O)c3ccccc32)CC1	5%	5%	17%	0%	6	/	1.3	-16%
CCc1nc(CN(C)C(=O)C2CCC(=O)N(Cc3cccc(F)c3)C2)no1 (configuration not stated)	10%	-6%	4%	4%	-2	0%	-0.7	4%
COc1ccc(S(=O)(=O)N(C)C)cc1NC(=O)CSc1nncs1	17%	4%	5%	-6%	1	-1%	-1.4	14%
O=C(O)CSCC(=O)Nc1ccccn1	3%	-4%	2%	1%	0	2%	2.3	15%

Entries listed so far that have a COOH group (three):
SMILES	EPAC1 antagonist	EPAC1 ag	WRN helicase inh	PLK1 PBD inh	PI5P4Ka inh	MmCpn inh	CCT modulator	EPAC2 antag
Cc1nn(-c2ccccc2Cl)c(Cl)c1/C=N/Nc1cccc(C(=O)O)c1	-7%	-6%	-16%	?	-5	1%	1.9	-13%
O=C(O)CCCNC(=O)c1ccc(NC(=O)Cc2ccc(Cl)cc2)cc1	10%	0%	0%	1%	1	2%	1.2	10%
O=C(O)CSCC(=O)Nc1ccccn1	3%	-4%	2%	1%	0	2%	2.3	15%

New compounds follow.
SMILES	EPAC1 antagonist	EPAC1 ag	WRN helicase inh	PLK1 PBD inh	PI5P4Ka inh	MmCpn inh	CCT modulator	EPAC2 antag
N#Cc1cnc2sc3ccccc3n2c1=N	8%	5%	-17%	-12%	-61*	0%	-3.4	1%
CC1CCc2[nH]c3ccc(C(=O)NCC4CCCO4)cc3c2C1 (configuration not stated)	-17%	6%	-5%	1%	0	0%	-0.2	-9%
CCCCn1c(N)c(N(CCOC)C(=O)c2ccc(-c3ccc([N+](=O)[O-])cc3)o2)c(=O)[nH]c1=O	-3%	3%	0%	8%	-22	-2%	-4.2	-4%
COc1ccc(OC)c(NC(=O)c2cccc(NC(=O)c3ccco3)c2)c1	-3%	16%	2%	1%	-18	/	-7.1	-10%
CC(C)Nc1ccc(C(CC(N)=O)NC(=O)Cc2ccc(Cl)cc2)cc1[N+](=O)[O-] (configuration not stated)	4%	-9%	-1%	4%	-3	2%	-0.4	6%
CCOC(=O)Cn1c(=N)n(CCOc2ccc3ccccc3c2)c2ccccc21	8%	-13%	11%	1%	7	2%	-3.1	12%
O=S(=O)(Oc1ccccc1N1CCCCC1)c1ccccc1	-9%	-5%	4%	5%	11	5%	-0.8	?
Cc1cc(=O)[nH]c(SCC(=O)c2ccc(F)c(C)c2)n1	2%	-1%	4%	-2%	-3	1%	-4.0	-3%
CC(Nc1ccc(Br)cc1)C(=O)Nc1cccc(S(=O)(=O)N2CCOCC2)c1 (configuration not stated)	-16%	13%	-3%	-8%	2	2%	-1.1	-10%
CCOC(=O)C1=C(C)N=c2sc(=Cc3ccc(OCC(=O)O)cc3)c(=O)n2C1c1ccc(SC)cc1 (configuration not stated)	33%[activator]	-5%	?	-20%	-18	/	-1.5	124%[activator]
CN(c1ccccc1)S(=O)(=O)c1ccc(C(=O)NCC(c2ccco2)N2CCCCC2)cc1 (configuration not stated)	-16%	15%	-1%	-13%	-5	-1%	-1.2	-11%
COCCn1c(C(F)(F)F)ccc(NC(=O)c2ccccc2)c1=O	15%	-5%	-3%	-1%	15	-2%	-11	0%
O=C(NCc1ccc2c(c1)OCO2)c1cc2ccccc2o1	0%	3%	-8%	5%	/	-1%	1.8	-1%
O=S1(=O)c2c(F)cccc2OC(COCc2ccccc2)CN1C1CCCC1 (configuration not stated)	-17%	1%	-7%	-4%	1	/	2.0	-12%
CCOC(=O)C1CCC(=O)C1 (configuration not stated)	-6%	-1%	7%	4%	1	/	1.1	-6%
CCc1cccc(C)c1NC(=O)COC(=O)C1CC(=O)N(CCc2ccc(OC)c(OC)c2)C1 (configuration not stated)	9%	8%	-2%	2%	3	0%	0.8	-1%
Cc1ccc(S(C)(=O)=O)cc1C(=O)Nc1ccc(S(=O)(=O)Nc2nccs2)cc1	11%	13%	-23%	-18%	-1	1%	-5.3	0%
CCn1c2ccccc2c2nnc(SCC(=O)Nc3cc(C)on3)nc21	-11%	8%	-8%	-4%	/	-2%	-0.9	-7%
CC(=O)c1cccc(NC(=O)c2ccc3c(c2)CCCC3)c1	5%	12%	-6%	-6%	1	1%	-1.0	-13%
COc1cc2c(cc1OC)C1(CCCC1)CNC2c1cccc([N+](=O)[O-])c1 (configuration not stated)	-19%	-8%	6%	-10%	3	5%	-0.8	-2%
Cc1cccc(NC(=O)CN(CC2CCCO2)C(=O)c2oc3ccc(F)cc3c2C)c1C (configuration not stated)	1%	-1%	3%	-1%	3	-10%	2.5	3%
COc1ccc(C(=O)Nc2cc(C)on2)cc1S(=O)(=O)N1CC(c2ccccc2)CC1=O (configuration not stated)	-1%	1%	2%	-6%	2	-3%	-3.8	0%
CC(=O)c1ccc(OCCCC(=O)N2CCN(S(=O)(=O)c3ccc(C(C)C)cc3)CC2)cc1	-17%	6%	-8%	-5%	1	-1%	-4.7	-22%
Cc1c(C)n(C)c2ccc(C(=O)N3CCN(c4ccccc4)CC3)cc12	-4%	2%	-9%	-2%	-1	-3%	1.1	-10%
CN(C)/C=C(\C#N)C(=O)N/N=C/c1ccccc1	2%	-9%	-12%	-6%	-3	-3%	-1.0	4%
Cc1cc(SCC(=O)OC(C)C(=O)N(C)c2ccccc2)nc2ccccc12 (configuration not stated)	-8%	20%	-4%	-6%	19	0%	-1.4	-3%
O=C(C=Cc1cccc(Cl)c1)c1ccccc1	-18%	6%	-11%[11.6 µM]	-26%	1	/	-3.6	-11%
O=C(NC(=S)Nc1nc2c(s1)CCCC2)c1ccc(C(=O)c2ccccc2)cc1	-9%	-2%	3%	-4%	3	2%	-0.2	-1%
O=S(=O)([O-])CCC[n+]1c(SCCCS(=O)(=O)O)sc2ccc(Cl)cc21	10%	0%	35µM*	?	-1	0%	-0.9	-10%
O=C(C[n+]1cccc(C(=O)Nc2ccccc2)c1)c1ccc([N+](=O)[O-])cc1	-25%	-9%	11%	-7%	-28	1%	-2.1	1%
CCCCn1c(N)c(N(CC(C)C)C(=O)CSc2nnc(C)n2-c2ccccc2)c(=O)[nH]c1=O	3%	-14%	5%	4%	4	/	1.3	24%
CCn1ncc([N+](=O)[O-])c1C(=O)Nc1ccc(C)c(C)c1	9%	-4%	1%	1%	7	0%	-0.5	9%
COc1ccnc(Oc2ccccc2)c1C(=O)N/C=N/OCc1ccc(F)cc1Cl	-2%	20%	-34%	-2%	/	4%	3.1	-5%
O=C(Cc1ccccc1)N/N=C/c1ccc(OCC(=O)Nc2ccccc2)cc1	4%	-5%	-22%	?	-7	0%	-1.5	5%
CCOc1ccccc1NC(=O)COC(=O)/C=C/c1cccs1	-14%	10%	-9%	3%	1	-1%	2.0	-15%
O=C(Nc1cccnc1)C1COc2ccccc2O1 (configuration not stated)	2%	5%	3%	-9%	3	1%	-0.4	0%
CCCCN(C(C)=O)c1ccc(S(=O)(=O)NC2=NCCCCC2)cc1NC(C)=O	-2%	5%	0%	-9%	-2	1%	-0.4	6%
CSCCC(NC=O)C(=O)NC(C)C(=O)O (configuration not stated)	8%	-6%	1%	-12%	4	/	-1.7	-9%
O=C(COC(=O)CCNS(=O)(=O)c1ccccc1)Nc1ccc(OC(F)F)cc1	8%	-10%	-9%	9%	1	1%	2.5	6%
Cc1cnc(C(=O)OCC(=O)N2C(C)CCCC2C)cn1 (configuration not stated)	-14%	-2%	10%	-6%	-12	-6%	-3.4	6%
COc1ccc(-c2ccc(SCC(=O)c3cccs3)nn2)cc1OC	-10%	8%	?	-16%	-13	-28%	-2.8	-6%
CCCCCn1c(=O)c(C(=O)OCC)c(O)c2ccccc21	1%	-6%	5%	-4%	3	-1%	-3.5	6%
CC(C)C(=O)Nc1sc2c(c1-c1nc3ccccc3[nH]1)CCCC2	18%	9%	-10%	-15%	-8	-2%	-6.1	7%
